Source: PubChem (National Center for Advancing Translational Sciences (NCATS))
BRCA1 expr up = activators of BRCA1 expression; MCF7-BRCA1-FFLuc reporter, luminescence, 48 h; response scale: scaled: vehicle 0%, 10 µM genistein 100%; Potency, µM (titrated, usually from 46.1 µM), for the others: top-dose activation, actives largely listed as activators; 1.1% of 380,000 active; AID 624202; note: potency is the fitted concentration of half-maximal effect; nearly all actives have a fitted effect of over 80% in size; some results filed as inactive show a strong effect at the top dose
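First, MCF7-BRCA1-FFLuc cells (2000/well) attach for 2 h; next, compounds are pin-added and incubated 48 h at 37 °C; finally, luciferase reagent is added and luminescence read after 15 min.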
a7 integrin act = activates integrin-mediated alleviation for muscular dystrophy; alpha7betagal myoblasts, beta-gal FDG fluorescence, 48 h; Potency, µM (series often up to 38.3 µM), without a hit: at the highest dose activation, most hits filed as activators; 0.064% of 350,000 active;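 note: potency is the fitted concentration of half-maximal effect; 100% = response of the positive control SU9516; nearly all actives have a fitted effect of over 60% in size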
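Alpha7betagal+/- myoblasts (passage 13) were plated 16-24 hr, then exposed to compounds (1:260 dilution of DMSO stock) for 48 hours at 37C. After MPER lysis, β-galactosidase reporter activity was read as FDG fluorescence (ex 480/em 540) after 30 minutes.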
S-ASM inh = human S-ASM enzyme inhibition; P17405; placental ASM, HMU-PC fluorogenic substrate, 60 min; Potency, µM (top dose mostly 57.5 µM), without a hit: top-dose activity change, negative = inhibition, hits mostly inhibitors; 0.006% of 340,000 active; note: potency is the fitted concentration of half-maximal effect
Target sequence (P17405 47-631 limits assumed): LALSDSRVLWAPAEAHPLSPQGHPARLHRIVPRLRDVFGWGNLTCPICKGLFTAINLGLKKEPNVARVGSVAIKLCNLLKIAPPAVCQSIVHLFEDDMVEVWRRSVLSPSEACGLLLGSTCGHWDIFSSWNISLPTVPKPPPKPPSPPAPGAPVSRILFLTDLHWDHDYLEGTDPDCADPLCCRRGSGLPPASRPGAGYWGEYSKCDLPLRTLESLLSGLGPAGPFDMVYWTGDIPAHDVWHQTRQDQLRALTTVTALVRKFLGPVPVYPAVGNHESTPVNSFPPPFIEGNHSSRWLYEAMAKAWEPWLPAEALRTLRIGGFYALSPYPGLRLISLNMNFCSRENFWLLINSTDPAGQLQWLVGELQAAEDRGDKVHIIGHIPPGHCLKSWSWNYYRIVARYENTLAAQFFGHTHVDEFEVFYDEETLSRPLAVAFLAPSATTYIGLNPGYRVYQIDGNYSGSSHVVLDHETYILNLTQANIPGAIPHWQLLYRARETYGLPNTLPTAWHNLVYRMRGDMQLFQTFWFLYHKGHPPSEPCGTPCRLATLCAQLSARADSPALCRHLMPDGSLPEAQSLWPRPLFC
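Human placenta-derived ASM preincubated with compound 10 min at room temperature, then reacted with 9 uM (final) fluorogenic HMU-PC substrate for 60 min at 37 C. Stop solution raises pH to 10; fluorescence read at Ex 386/Em 447 nm.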
p53 reactivation = re-activators of mutant p53 | H1299 p53-A138V BP100-luciferase reporter, luminescence, 24 h | Potency, µM (highest dose often 92.2 µM), for inactives: at the highest dose activity change, positive = activation, actives largely listed as activators | 0.063% of 320,000 active | AID 504706; note: potency is the fitted concentration of half-maximal effect; % of control where 0% means no effect; nearly all actives have a fitted effect of over 45% in size
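H1299 (p53-null), stable ts p53-A138V + BP100-Luc; 1000 cells/well, Opti-MEM/10% FBS; cpd 4 pt, 1:5; 24 h, 37 deg C, 5% CO2; detection reagent 10 min RT; luminescence.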
USP2a inh = blocks human ubiquitin-specific protease USP2a; O75604; USP2 core, Ub-CHOP2 coupled fluorogenic reporter, 485/531; Potency, µM (series often up to 38.3 µM), for the others: at the top dose activity change, negative = inhibition, actives largely listed as inhibitors; 0.01% of 330,000 active;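 note: potency is the fitted concentration of half-maximal effect; plate controls were DMSO wells for no effect and full inhibition by NEM control for full effect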
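USP2 core (10nM final) preincubated 30min RT with compound in 20mM Tris-HCl pH 8.0, 2mM CaCl2, 2mM beta-mercaptoethanol, 0.05% CHAPS; 25nM Ub-CHOP2 plus 25nM reporter substrate added, fluorescence (Ex485/Em531) read after 60min.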
B2AR arrestin = beta2AR (human) beta-arrestin recruitment activity | P07550 | beta-arrestin recruitment to beta2AR, cell-based reporter | Potency, µM (top dose mostly 46.1 µM), without a hit: at the highest dose activation, hits mostly activators | 0.02% of 330,000 active | AID 492947;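 note: potency is the fitted concentration of half-maximal effect; 0% = DMSO controls and full agonism = EC100 isoproterenol or metaproterenol; nearly all actives have a fitted effect of over 65% in size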
Eya2 inh = inhibitors of human Eya2 phosphatase activity. O00167. recombinant Eya2, OMFP fluorescence dephosphorylation (OMFP is methylfluorescein phosphate). Potency, µM (series often up to 76.9 µM), without a hit: top-dose activity, negative = inhibition, hits mostly inhibitors. 0.006% of 330,000 active. AID 488837; note: potency is the fitted concentration of half-maximal effect; % is set by controls: 0 for no effect and ±100 for the full control effect
Target sequence (O00167 whole entry, looked up): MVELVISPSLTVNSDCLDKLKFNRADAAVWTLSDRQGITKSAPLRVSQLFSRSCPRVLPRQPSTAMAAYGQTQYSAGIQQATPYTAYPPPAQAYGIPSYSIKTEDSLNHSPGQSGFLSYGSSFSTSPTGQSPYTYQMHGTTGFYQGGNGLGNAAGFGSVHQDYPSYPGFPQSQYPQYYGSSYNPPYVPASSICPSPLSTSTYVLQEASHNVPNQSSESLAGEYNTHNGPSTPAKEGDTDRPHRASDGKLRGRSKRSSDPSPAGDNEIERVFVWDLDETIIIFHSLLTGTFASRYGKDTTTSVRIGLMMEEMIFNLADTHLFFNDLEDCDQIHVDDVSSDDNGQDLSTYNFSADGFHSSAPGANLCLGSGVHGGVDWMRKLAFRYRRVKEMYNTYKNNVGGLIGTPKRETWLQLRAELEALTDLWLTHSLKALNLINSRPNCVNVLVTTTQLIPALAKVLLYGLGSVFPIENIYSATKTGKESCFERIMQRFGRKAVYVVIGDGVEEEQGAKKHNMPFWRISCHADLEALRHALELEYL
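Eya2 (0.2 uM) preincubated 10 min at ambient with compound, then OMFP substrate added at 50 uM; 10 min reaction in 50 mM HEPES pH 7.5, 50 mM NaCl, 5 uM MgCl2, 0.05% BSA, 1 mM DTT. Fluorescence read at Ex 485/Em 525 nm.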
uPA generation = inhibitors of cell surface uPA generation; 0.31% of 330,000 active; cell surface uPA generation assay, qHTS; Potency, µM (titrated, usually from 38.3 µM), for the others: at the top dose activity change, negative = inhibition, hits mostly inhibitors; AID 540303; active = well fitted inhibition curve with a large enough effect; inconclusive = small, poorly fitted or top-dose-only effect; inactive = no such curve, though single readings can be large or run the other way; tested in mouse RAW 264.7 cells; note: potency is the fitted concentration of half-maximal effect; % is set by controls: 0 for no effect and ±100 for the full control effect; nearly all actives have a fitted effect of over 55% in size
TRPV1 agonist = agonists of human vanilloid receptor 1 (TRPV1) | Q8NER1 | TRPV1-expressing cells, Fluo-8 calcium influx, agonist mode | activation, % at 8.33 µM | 0.19% of 320,000 active | AID 540275; in the data active = activation above about 80%; inconclusive = between about 30% and that limit; note: 0% is about no effect
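Fluo-8 calcium influx in TRPV1-expressing cells, kinetic read (ex 480/em 520 nm). Compound added and read 3 min for agonist activity, followed by capsaicin at EC20 final and 2 min further read for enhancement.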
TSG101-PTAP inh = blocks PTAP/TSG101 interaction to inhibit HIV-1 budding. Q99816. Fluorescence polarization, FITC-PTAP peptide / Tsg101 binding. Potency, µM (top dose mostly 115 µM), without a hit: top-dose activity change, negative = inhibition, usual class: inhibitors. 340,000 tested, under 10 active; active = well fitted inhibition curve with a large enough effect in the main read-out, with a control signal flat, not every such curve was filed as active; inconclusive = small, poorly fitted or top-dose-only effect, or effect the other way, or a change in a side signal; inactive = no such curve, though single readings can be large or run the other way; note: potency is the fitted concentration of half-maximal effect; % of control where 0% means no effect
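Fluorescence anisotropy tracks displacement of a FITC-tagged PTAP peptide (50 nM) from the Tsg101 binding domain (10 uM), following a 20 min room-temperature incubation at pH 7.5.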
ELG1 genotox = genotoxicity induction in ELG1-luciferase HEK293T cells; HEK293T ELG1-luciferase reporter, luminescence, 16 h; Potency, µM (highest dose often 46 µM), inactives show at the top dose activity change, positive = activation, most hits filed as activators; AID 504466; 1.3% of 330,000 active; note: potency is the fitted concentration of half-maximal effect; % of control where 0% means no effect; nearly all actives have a fitted effect of over 60% in size
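Luminescence read-out: rising ELG1-luciferase signal, reflecting elevated ELG1 protein under genetic stress, flags genotoxic compounds. Cells were treated for 16 hr at 37 °C before ONE-Glo detection.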
Numbers without * were called inactive; u = inconclusive; x = no result given; [ ] = remark or other dose. Unless noted, calls come from the whole dose curve; as a rule, active = well fitted curve in the direction sought with a large enough effect; inconclusive = small, poorly fitted or top-dose-only effect, or another doubt; inactive = no such curve, though single readings can be large; an effect the other way counts as inactive or inconclusive. This is a subset. The share of hits here may be higher or lower than overall.

#	SMILES	BRCA1 expr up	a7 integrin act	S-ASM inh	p53 reactivation	USP2a inh	B2AR arrestin
1	COc1cc(C2c3cc(O)c(OC)cc3CC3C(=O)OCC32)ccc1O (stereo unspecified)	0%	-10%	-1%	x	x	x
2	COc1cc(NC(=O)CN2C3CCC2CC(O)(c2cccnc2)C3)cc(OC)c1 (stereo unspecified)	-22%	7%	4%	12%	2%	0.2%
3	O=c1[nH]c(O)c(C=Nc2ccccc2[N+](=O)[O-])c(=O)[nH]1	x	x	x	-9%	7%	0.0%
4	CCOc1ccc(CC2C(=O)NC(=O)N(c3ccc(CC)cc3)C2=O)cc1 (stereo unspecified)	-10%	21%	2%	0%	0%	-0.1%
5	O=C(Nc1cccc(C(F)(F)F)c1)OC1CN2CCC1CC2 (stereo unspecified)	x	-36%	-7%	-5%	-2%	-0.4%
6	CCC(C)N1C(=O)/C(=C\c2ccc(N3CCCCCC3)cc2)C(=O)NC1=S (stereo unspecified)	4%	8%	6%	3%	0%	-0.2%
7	CCN(CC)c1ccc(N=Cc2c(O)n(-c3ccccc3C)c(=O)[nH]c2=O)cc1	-50%	-48%	-5%	5%	0%	-2.0%
8	CC(=O)OC1C2CCC1C(N1CCCC1)CC2 (stereo unspecified)	33%	9%	4%	7%	5%	0.4%
9	CC1C(c2cccs2)=[N+]([O-])C(C)(C(=O)c2ccc(Cl)cc2)N1O (stereo unspecified)	-12%	-10%	-1%	x	x	x
10	Cc1cc(C=C2C(=O)N(C)C(=S)N(C)C2=O)c(C)n1-c1ccncc1	-16%	u	-25%	-4%	3%	0.5%
11	O=C(Cn1cnc2ccccc2c1=O)NCC(=O)N1CCC2(CC1)OCCO2	-14%	6%	1%	2%	3%	-0.1%
12	O=C(CCN1CCCCC1)NCC(=O)Nc1ccc(Br)cc1C(=O)c1ccccc1	-31%	-23%	-1%	0%	-1%	0.1%

#	Eya2 inh	uPA generation	TRPV1 agonist	TSG101-PTAP inh	ELG1 genotox
1	x	8%	x	-1%	x
2	-4%	-1%	-2	-2%	1%
3	u	x	1	x	0%
4	2%	3%	1	-4%	0%
5	3%	-15%	-4	-4%	3%
6	9%	-3%	-2	22%	13%
7	-4%	-17%	2	9%	3%
8	-22%	2%	2	-8%	0%
9	x	1%	x	-6%	x
10	0%	-1%	0	-1%	8%
11	23%	0%	0	0%	0%
12	-16%	-1%	0	-5%	-3%

As entered above.
O=C(CCN1CCCCC1)NCC(=O)Nc1ccc(Br)cc1C(=O)c1ccccc1 in TSG101-PTAP inh has -5%
CC1C(c2cccs2)=[N+]([O-])C(C)(C(=O)c2ccc(Cl)cc2)N1O (stereo unspecified) in BRCA1 expr up has -12%
O=C(Cn1cnc2ccccc2c1=O)NCC(=O)N1CCC2(CC1)OCCO2 in TRPV1 agonist has 0

(next part)
#	SMILES	BRCA1 expr up	a7 integrin act	S-ASM inh	p53 reactivation	USP2a inh	B2AR arrestin
13	COc1ccc(-n2c(C)nc3cc(C(=O)N4CCC5(CC4)OCCO5)ccc32)cc1	-67%	13%	2%	-18%	2%	0.0%
14	COc1ccc(-c2oc3cc(OC)c(O)c(OC)c3c(=O)c2OC)cc1O	-55%	-19%	-2%	3%	0%	-0.7%
15	CCn1cc(C=C2C(=O)NC(=O)NC2=O)c2ccccc21	x	7%	-4%	1%	1%	-0.3%
16	O=C1N[C@@H](Cc2c[nH]c3ccccc23)COC(=O)[C@H](Cc2ccc(F)cc2)C/C=C\C[C@@H]1CC(=O)N(CCO)Cc1ccccc1	-69%	-7%	-12%	14%	3%	0.4%
17	N#Cc1ccc(NC(=O)CN2CCCCCC2)cc1Cl	-1%	-39%	-12%	-3%	1%	0.6%
18	O=C(CN1CCN(S(=O)(=O)c2ccc(Cl)s2)CC1)N1CCCCC1	0%	26%	7%	-5%	1%	-0.7%
19	Cc1cc(C=C2C(=O)N(C)C(=O)N(C)C2=O)c(C)n1-c1ccccc1	14%	u	19%	3%	0%	5.2%
20	O=C(N/N=C1/CN2CCC1CC2)c1cccc(O)c1	-1%	7%	-1%	20%	1%	0.2%
21	COC(=O)c1c(C)n(Cc2ccc3c(c2)OCO3)c2ccc(O)cc12	-1%	9%	-16%	-3%	4%	-0.3%
22	COCCCN1Cc2ccccc2C1=N	2%	2%	2%	-7%	3%	-1.0%
23	CCC(=O)N1CC(=O)Nc2ccc(F)cc2C1c1ccccc1 (stereo unspecified)	-10%	3%	0%	-3%	-1%	0.3%
24	Cc1cc(Oc2ccc(C(F)(F)F)cc2[N+](=O)[O-])c2c3c(c(=O)oc2c1)CCC3	-18%	-15%	-2%	2%	3%	-0.1%

#	Eya2 inh	uPA generation	TRPV1 agonist	TSG101-PTAP inh	ELG1 genotox
13	8%	-19%	0	-4%	-4%
14	-5%	u	-2	-1%	11%
15	9%	4%	13	u	8%
16	-19%	u	x	-4%	-9%
17	4%	-2%	8	1%	-2%
18	15%	u	7	-5%	0%
19	1%	14%	1	1%	1%
20	-6%	-2%	6	-4%	-1%
21	-5%	-1%	-2	-3%	u
22	-5%	-1%	2	-2%	-4%
23	8%	3%	-1	-4%	-6%
24	-1%	0%	-3	-1%	1%

Some entries already given with just a7 integrin act, BRCA1 expr up and uPA generation.
| item | SMILES | a7 integrin act | BRCA1 expr up | uPA generation |
| --- | --- | --- | --- | --- |
| 13 | COc1ccc(-n2c(C)nc3cc(C(=O)N4CCC5(CC4)OCCO5)ccc32)cc1 | 13% | -67% | -19% |
| 14 | COc1ccc(-c2oc3cc(OC)c(O)c(OC)c3c(=O)c2OC)cc1O | -19% | -55% | u |

Later entries.
#	SMILES	BRCA1 expr up	a7 integrin act	S-ASM inh	p53 reactivation	USP2a inh	B2AR arrestin
25	COC(=O)C1=C(c2cccc(OC)c2OC)C[C@@H]2CC[C@H]1N2C(=O)NCCNC(C)=O	6%	5%	3%	x	x	x
26	COc1ccc(OC)c(NP(=O)(Oc2ccccc2)Oc2ccccc2)c1	5%	10%	1%	-6%	2%	-1.2%
27	Cc1cccc(CNCCc2c[nH]c3ccccc23)c1	-66%	-55%[inhibitor]	-4%	-25%	3%	-0.8%
28	Cn1cccc1/C=C1/C(=O)NC(=O)N(C(C)(C)C)C1=O	1%	12%	-3%	6%	-4%	-0.4%
29	CC1(C)OC1COc1c2occc2cc2ccc(=O)oc12 (stereo unspecified)	-21%	0%	1%	-4%	0%	-0.3%
30	CN(C)Cc1c[nH]c2ccccc12	-4%	-13%	6%	3%	0%	-0.3%
31	COc1ccc(NC(=O)Cn2c3ccccc3c3nc4n(c(=O)c32)CCS4)cc1	-26%	-8%	3%	-1%	2%	-0.1%
32	COc1ccc(/C=C/C(=O)c2ccc([N+](=O)[O-])o2)cc1	8%	7%	2%	-16%	0%	0.0%
33	CN(C)c1ccc(/C=C2/C(=O)NC(=O)N(CCc3ccc(F)cc3)C2=O)cc1	-11%	u	5%	1%	1%	-0.8%
34	CCOC(=O)C(O)(c1ccc(N=c2ccccn2C)cc1)C(F)(F)F (stereo unspecified)	-11%	-9%	-4%	2%	-1%	0.3%
35	COC(=O)C1=C(c2ccc(F)cc2OCc2ccccc2)C[C@@H]2CC[C@H]1N2C(=O)NCCO	0%	-33%	4%	1%	0%	0.1%
36	CCC1(O)C(=O)OCc2c1cc1n(c2=O)Cc2cc3cc(O)ccc3nc2-1 (stereo unspecified)	u	-43%	394%[activator]	x	x	x
37	COC(=O)C1=C(c2ccccc2)C[C@@H]2CC[C@H]1N2C(=O)NCCNC(C)=O	-5%	23%	-2%	x	x	x
38	COc1ccccc1Sc1ccccc1CC(C)N (stereo unspecified)	-26%	-61%[inhibitor]	1%	-7%	0%	0.0%
39	CCCCn1c(O)c(C(C)=Nc2c(C)n(C)n(-c3ccccc3)c2=O)c(=O)[nH]c1=O	-18%	2%	5%	4%	0%	-0.4%

#	Eya2 inh	uPA generation	TRPV1 agonist	TSG101-PTAP inh	ELG1 genotox
25	x	2%	x	0%	x
26	7%	1%	u	-2%	-3%
27	-12%	-1%	26	1%	-3%
28	-16%	2%	6	-2%	1%
29	6%	u	0	1%	-1%
30	4%	u	2	-5%	-7%
31	u	4%	0	-1%	u
32	9%	u	26	-5%	-48%[inhibitor]
33	-2%	22%	0	-3%	5%
34	-3%	-1%	-2	1%	0%
35	-16%	7%	9	-7%	2%
36	x	-86%	x	-17%	x
37	x	-5%	x	0%	x
38	-20%	1%	-1	2%	-2%
39	-8%	1%	-3	-2%	-1%
